Assay outcomes: PubChem BioAssay, several laboratories
EBV LMP1 NFkB – reduces LMP1-driven NF-kappaB luciferase signal | 350,000 tested, 0.69% active | inhibition, % at 12.5 µM | AID 504558 | LMP1-induced NF-kappaB luciferase reporter cells, luminescence; in the data active = inhibition above about 41%;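 note: 0% = neutral control wells and 100% = reference inhibitor control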
LRH-1 inv ag – NR5A2 inverse agonism in reporter assay; O00482; HEK293T StAR-luciferase reporter, LRH-1 transfected, 24 h; inhibition, % at 3.6 µM; 360,000 tested, 0.13% active;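 active = inhibition above the mean inhibition of all tested compounds plus 3 SD, cut at about 73% in these data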;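 note: 0% = DMSO wells and 100% = reporter-only cells lacking LRH-1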
Target sequence (O00482 whole entry, looked up): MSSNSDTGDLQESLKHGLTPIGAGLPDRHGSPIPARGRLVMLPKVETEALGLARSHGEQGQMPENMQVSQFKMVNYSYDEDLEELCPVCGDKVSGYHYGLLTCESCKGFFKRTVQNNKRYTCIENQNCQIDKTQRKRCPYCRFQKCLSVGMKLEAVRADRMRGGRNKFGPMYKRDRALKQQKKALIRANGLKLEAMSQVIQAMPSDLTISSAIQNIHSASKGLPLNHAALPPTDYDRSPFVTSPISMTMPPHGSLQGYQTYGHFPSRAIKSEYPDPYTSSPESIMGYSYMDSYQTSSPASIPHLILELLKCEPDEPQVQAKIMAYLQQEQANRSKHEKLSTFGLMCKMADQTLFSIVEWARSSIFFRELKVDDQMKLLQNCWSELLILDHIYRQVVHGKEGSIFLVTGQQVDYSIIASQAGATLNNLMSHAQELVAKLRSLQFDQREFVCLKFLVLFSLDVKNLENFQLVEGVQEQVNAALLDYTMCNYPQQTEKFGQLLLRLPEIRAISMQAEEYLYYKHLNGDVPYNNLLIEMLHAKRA
ABHD5-PLIN5 inh – inhibitors of human ABHD5-perilipin-5 interaction | Q00G26+Q8WTS1 | Split G. princeps luciferase complementation, luminescence, 4 h | inhibition, % at 4 µM | 360,000 tested, 0.78% active | AID 602281;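 active = inhibition above the mean inhibition across every tested compound plus 3 SD, cut at about 22% in these data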;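 note: 0% = DMSO only wells and the 100% control is not disclosed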
NCOA3 inh – human NCOA3 inhibition | inhibition, % at 3.6 µM | HEK293 GAL4-SRC3 luciferase reporter, luminescence | 360,000 tested, 0.17% active | AID 588352;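 active = inhibition above a per-campaign cutoff, the mean of all compounds plus 3 SD, cut at about 60% in these data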;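 note: 0% = DMSO-treated cells and 100% = gossypol-treated cells at 36 µM; higher means less SRC3-driven luciferase light from the GAL4 reporter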
NCOA1 inh – inhibitors of human steroid receptor coactivator 1 (SRC1); Q15788; HEK293 GAL4-SRC1 luciferase reporter, luminescence; inhibition, % at 3.6 µM; 360,000 tested, 0.12% active; AID 588354;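 active = inhibition above the campaign mean plus 3 SD, with each screening campaign given its own cutoff, cut at about 60% in these data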;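 note: 0% = DMSO treated cells and 100% = gossypol at 36 µM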
MC4R antag cAMP – antagonists of human melanocortin 4 receptor (MC4R); inhibition, % at 6.5 µM; MC4R-expressing cells, MTII-stimulated cAMP, LANCE TR-FRET; 360,000 tested, 0.48% active;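 active = inhibition above its plate's cutoff, the mean of tested wells on that plate plus 3 SD, cut at about 29% in these data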;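 note: 0% = Melanotan II alone and 100% = Melanotan II plus saturating MCL0020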
Target sequence (P32245 whole entry, looked up): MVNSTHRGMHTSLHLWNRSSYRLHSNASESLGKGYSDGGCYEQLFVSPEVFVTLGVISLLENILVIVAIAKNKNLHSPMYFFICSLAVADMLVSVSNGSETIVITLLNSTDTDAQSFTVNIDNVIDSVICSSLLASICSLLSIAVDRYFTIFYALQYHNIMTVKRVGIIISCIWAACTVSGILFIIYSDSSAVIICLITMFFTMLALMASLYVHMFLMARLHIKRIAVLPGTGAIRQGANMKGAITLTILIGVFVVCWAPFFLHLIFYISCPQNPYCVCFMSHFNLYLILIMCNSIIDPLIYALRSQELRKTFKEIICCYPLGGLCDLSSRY
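System: U2OS cells stably expressing human melanocortin 4 receptor (MC4R). Reagent: Melanotan II challenge after compound preincubation. Doses: 6.5 µM. Times: 30-min compound, 1-h challenge, 1-h detection, room temperature. Measured by: TR-FRET with Eu-cAMP and labeled anti-cAMP, 671 nm. Replicates: singlicate.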
NCOA2 inhibitor – human SRC2 (NCOA2) inhibition; 370,000 tested, 0.17% active; HEK293 GAL4-SRC2 luciferase reporter, luminescence; inhibition, % at 9 µM;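 active = inhibition above the mean inhibition of all tested compounds plus 3 SD, set per campaign, cut at about 52% in these data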;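 note: 0% = DMSO treated cells and 100% = cells given Gossypol at 36 µM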
MC4R ag barr – human MC4R agonism via beta-arrestin | P32245 | U2OS MC4R beta-arrestin complementation, luminescence; percent of melanotan II response, DMSO zero | activation, % at 8.9 µM | 360,000 tested, 0.98% active | AID 540308;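 active = activation above a per-plate cutoff, the mean activation of sample wells on that plate plus 3 SD, cut at about 8% in these data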
TLR9-MyD88 inh – TLR9-MyD88 interaction inhibition; Q9NR96+Q99836; CHO BLA complementation TLR9-MyD88, CCF4 FRET ratio; inhibition, % at 4.98 µM; 340,000 tested, 0.21% active;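 active = inhibition above the mean over all tested compounds plus 3 SD, cut at about 21% in these data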;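 note: 0% = DMSO only wells and 100% = clavulanate BLA inhibitor control wells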
NR2F2 inh – NR2F2 (human) inhibition, primary screen; P24468; HEK293T NGFI-A luciferase reporter, luminescence; inhibition, % at 8.6 µM; 370,000 tested, 0.7% active;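 active = inhibition above a per-plate cutoff, mean inhibition of test wells between control levels plus 3 SD, cut at about 38% in these data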;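 note: cells cotransfected with COUP-TFII expression vector driving the NGFI-A reporter; 0% = median of COUP-TF2 test wells and 100% = reporter-only cells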
NOD2-RIPK2 inh – inhibitors of human NOD2-RIPK2 interaction; CHO BLA complementation NOD2-RIPK2, CCF4 ratio; inhibition, % at 4.98 µM; 360,000 tested, 0.38% active; AID 624267; in the data active = inhibition above about 21%;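 note: 0% = vehicle only and 100% = reference blocker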
The depositor's hits bear a star; / = no result given. A portion of the library (hit frequency here may not be typical).

[1] COc1ccc(CNC(=O)CS(=O)(=O)Cc2nc(-c3cccc(OC)c3)oc2C)cc1
[2] COc1ccc(CNC(=O)c2cc(C(=O)C3CC3)c[nH]2)cc1
[3] O=C1C(Cc2ccccc2)Nc2ncnc(N3CCCCC3)c2N1Cc1ccc(Cl)cc1 (stereo unspecified)
[4] C=CCc1cccc2cc(C(=O)N3CCOCC3)c(=O)oc12
[5] Cn1c(COc2ccc3ccccc3c2)nnc1SCC(=O)O
[6] O=C1CC(c2ccco2)CC2=C1C(c1ccccc1)n1nc(C(F)(F)F)nc1N2 (stereo unspecified)
[7] Cc1nc(N2CCOCC2)c2c(C)c(C(=O)Nc3ccc(C(F)(F)F)cc3)sc2n1
[8] O=C(O)CNS(=O)(=O)c1ccc(F)cc1
[9] O=C(CSc1nnc(-c2ccncc2)n1Cc1ccco1)OC1CCCCC1
[10] CCCCn1nnnc1C(c1ccccc1)N1CCN(C(C)=O)CC1 (stereo unspecified)
Compound	1	2	3	4	5	6	7	8	9	10
EBV LMP1 NFkB	4	5	-3	8	-16	1	7	4	3	/
LRH-1 inv ag	8	9	3	-11	13	-13	30	-1	-3	-10
ABHD5-PLIN5 inh	2	-1	4	-3	-1	9	4	0	5	7
NCOA3 inh	17	13	5	2	-7	5	3	4	-4	/
NCOA1 inh	-2	8	-3	-8	-11	-10	-40	-2	-10	/
MC4R antag cAMP	-1	3	7	-1	14	-1	16	7	5	/
NCOA2 inhibitor	3	5	/	-22	-3	-22	-16	-16	/	-13
MC4R ag barr	-0.6	-2.9	0.6	0.1	-0.2	0.1	6.4	0.8	-3.0	/
TLR9-MyD88 inh	-16	-12	-10	7	-10	-8	0	-2	-12	/
NR2F2 inh	-6	-8	/	3	-5	12	16	10	/	8
NOD2-RIPK2 inh	-1	-3	-14	1	-7	0	4	-9	3	4

[11] CC1(C(=O)Nc2ccc(F)c(Cl)c2)Cc2c(-c3cccc(C(F)(F)F)c3)ccnc2O1 (stereo unspecified)
[12] Cc1cccc(NC(=S)NC(NC(=O)c2ccco2)C(Cl)(Cl)Cl)c1 (stereo unspecified)
[13] COCCN(C(=O)c1ccccc1F)c1nnc(-c2ccc(OC)cc2)s1
[14] Cc1ccc(C2CC(C(F)(F)F)n3ncc(C(=O)NCc4ccco4)c3N2)cc1 (stereo unspecified)
[15] COCCCNc1nc2c(-c3ccc(C)cc3)nnn2c2ccccc12
[16] CN(C)S(=O)(=O)c1cccc(NC(=O)CCSc2ccc(Cl)cc2)c1
[17] COc1ccc(CN(C(C)=O)c2cc(C)c([N+](=O)[O-])cc2OC)cc1OC
[18] CC/C(=N\NS(=O)(=O)c1ccc(C)cc1)c1ccco1
[19] N#C/C(=C\C1CC=CCC1)c1nc2ccccc2[nH]1 (stereo unspecified)
[20] CC(Oc1ccccc1)C(=O)N1CCN(C(=O)C(C)Oc2ccccc2)CC1 (stereo unspecified)
Compound	11	12	13	14	15	16	17	18	19	20
EBV LMP1 NFkB	/	2	-3	0	-26	5	4	5	0	-13
LRH-1 inv ag	4	0	-30	-3	-36	-11	1	12	-44	16
ABHD5-PLIN5 inh	-8	-6	3	3	11	1	-6	-8	-4	-6
NCOA3 inh	-2	10	-28	-17	-106	5	-4	7	-11	3
NCOA1 inh	2	-1	-10	14	-164	2	-9	8	-17	6
MC4R antag cAMP	6	15	-3	14	-2	10	0	-2	5	4
NCOA2 inhibitor	-7	-23	-10	5	-65	0	-8	-9	8	-7
MC4R ag barr	1.3	-2.0	-1.4	-0.4	3.5	0.5	0.5	0.2	-1.1	-2.0
TLR9-MyD88 inh	/	-2	-3	10	4	11	0	-7	-7	0
NR2F2 inh	-2	21	-9	-6	-45	11	9	19	11	-16
NOD2-RIPK2 inh	11	-3	-6	4	3	2	-8	-4	1	-1

Along the list, quoted from above:
NR2F2 inh, compounds 11–20, in order: -2, 21, -9, -6, -45, 11, 9, 19, 11, -16

Returning to the listing; the 2 compounds before the break are reprinted first.
[19] N#C/C(=C\C1CC=CCC1)c1nc2ccccc2[nH]1 (stereo unspecified)
[20] CC(Oc1ccccc1)C(=O)N1CCN(C(=O)C(C)Oc2ccccc2)CC1 (stereo unspecified)
[21] COc1ccc(S(=O)(=O)N2CCC(N3CCCC3)CC2)cc1
[22] CCN1CCN(CC#CCOc2ccccc2OC)CC1
[23] O=C(NCc1csc2ccc(Cl)cc12)Nc1ccccc1
[24] FC(F)(F)c1cc(Cl)c2nc(-c3ccc(Cl)cc3)c(Cc3ccccc3)n2c1
[25] Cc1ccc(C)c(NC(=O)CSc2nnc3n2CCCCC3)c1
[26] C=C1CCC[C@]2(C)C[C@H]3OC(=O)C(CNCC(C)C)[C@H]3CC12 (stereo partly specified)
[27] COc1ccc(N2CC(O)(c3ccc(F)cc3)[N+]3=C2CCCC3)cc1 (stereo unspecified)
[28] CCOC(=O)C1(C)CCCCCN1C(=O)c1ccc(C(=O)OC)cc1 (stereo unspecified)
[29] CCOc1ccc(N/C(C)=C/C(=O)c2ccc3c(c2)OCCO3)cc1
[30] Cc1ccc(NC(=O)Cn2c(=O)ccn(Cc3ccccc3)c2=O)cc1S(=O)(=O)N1CCOCC1
Compound	19	20	21	22	23	24	25	26	27	28	29	30
EBV LMP1 NFkB	0	-13	-6	-1	5	/	5	-4	-3	/	-38	2
LRH-1 inv ag	-44	16	-2	13	0	14	7	8	1	-4	0	4
ABHD5-PLIN5 inh	-4	-6	3	4	-5	7	-11	-8	5	7	-2	-2
NCOA3 inh	-11	3	-2	3	8	13	9	11	11	-1	-20	3
NCOA1 inh	-17	6	4	7	3	-5	-5	1	-1	-8	-27	-10
MC4R antag cAMP	5	4	3	1	-1	/	22	9	0	6	7	5
NCOA2 inhibitor	8	-7	15	-13	-14	-49	-24	15	23	-20	5	-21
MC4R ag barr	-1.1	-2.0	2.3	-1.0	6.7	/	2.9	-1.3	-1.4	-0.9	0.5	-0.2
TLR9-MyD88 inh	-7	0	-4	1	-8	/	2	8	13	/	4	2
NR2F2 inh	11	-16	22	13	6	5	5	3	1	-8	7	10
NOD2-RIPK2 inh	1	-1	-8	-4	-4	-5	-3	7	6	-14	-6	-4

[31] CCc1ccccc1-n1nnc(-c2ccccc2)n1
[32] CCCCN1CC(O)=C(c2nc3ccccc3[nH]2)C1=N
[33] COc1ccc(C2C(C(=O)Nc3ccccn3)=C(C)Nc3ncnn32)c(OC)c1 (stereo unspecified)
[34] Cc1cccc(C(=O)NCCC(=O)Nc2ccc(F)c([N+](=O)[O-])c2)c1
[35] NC(=O)c1c(NC(=O)CSc2nc3c(c(C(F)(F)F)n2)CCc2ccccc2-3)sc2c1CCCC2
[36] CN(C)CCCNC(=O)c1cc2sc3ccccc3c2s1
[37] N#Cc1ccc(CN2CCN(C(=O)c3ccccc3)CC2)c(Cl)c1
[38] Cn1nnnc1NN=Cc1ccccc1
[39] Cc1cc(S(=O)(=O)Nc2cccnc2)c(Cl)cc1Cl
[40] CCCc1cc(=O)n2[nH]c(-c3ccc(C)cc3)cc2n1
Compound	31	32	33	34	35	36	37	38	39	40
EBV LMP1 NFkB	/	-16	-7	3	-1	1	3	-1	4	-10
LRH-1 inv ag	29	-48	-8	11	-1	0	-2	13	1	-144
ABHD5-PLIN5 inh	-11	-4	-9	1	-2	17	-1	0	8	-4
NCOA3 inh	10	-83	-6	7	24	0	20	-3	5	-43
NCOA1 inh	8	-68	-19	-43	-26	-2	10	7	6	-94
MC4R antag cAMP	-1	-6	10	6	3	2	2	6	-5	-1
NCOA2 inhibitor	12	-24	15	-8	/	-38	-22	-8	-19	-75
MC4R ag barr	-2.8	-0.9	1.1	1.5	-1.4	-1.3	-0.2	-0.2	-0.8	-1.9
TLR9-MyD88 inh	-1	4	5	-1	-9	10	-4	-9	-6	3
NR2F2 inh	26	-34	5	3	/	-11	-9	-6	-8	-36
NOD2-RIPK2 inh	2	3	9	-19	7	3	0	-14	-1	-1

4 entries out of the list above, arranged by the number in MC4R ag barr, largest number first:
cpd	structure	MC4R ag barr
34	Cc1cccc(C(=O)NCCC(=O)Nc2ccc(F)c([N+](=O)[O-])c2)c1	1.5
38	Cn1nnnc1NN=Cc1ccccc1	-0.2
36	CN(C)CCCNC(=O)c1cc2sc3ccccc3c2s1	-1.3
35	NC(=O)c1c(NC(=O)CSc2nc3c(c(C(F)(F)F)n2)CCc2ccccc2-3)sc2c1CCCC2	-1.4

Later entries:
[41] COc1ccc(-c2ccc(CN3C(C(C)C)C(=O)N(Cc4cn(CCC5OCCO5)nn4)CCS3(=O)=O)cc2)cc1 (stereo unspecified)
[42] CCOc1ccc(C2SCC(=O)N2c2c(C)n(C)n(-c3ccccc3)c2=O)cc1 (stereo unspecified)
[43] O=CNC1c2ccccc2CCc2ccccc21
[44] COc1cccc(NC(=O)C2(C)CCN2C(=O)CCC2CCCC2)c1 (stereo unspecified)
[45] CCC(Sc1nc(=O)cc(N)n1CCc1ccccc1)C(=O)Nc1cc(C)on1 (stereo unspecified)
[46] CCCCCCC(=O)Nc1cc2c(C)cc(=O)oc2cc1C
[47] Cn1cccc1/C=N/NC(=O)c1cccnc1
[48] COc1ccc([C@H]2CC(=O)C=C(c3ccc4[nH]ccc4c3)C2)cc1OC
[49] CCOC(=O)N1CCC2(CC1)CC(=O)c1cc(O)ccc1O2
[50] O=C(NC1CCN(Cc2ccccc2)C1)c1cc(S(=O)(=O)N2CCOCC2)ccc1Cl (stereo unspecified)
[51] O=C(CN1CCN(c2ccccn2)CC1)Nc1ccc(Oc2ccccc2)cc1
[52] CN(C)S(=O)(=O)c1cc(NC(=O)CN2CCN(c3ccccc3O)CC2)ccc1Cl
[53] CCOc1ccccc1NC(=O)CCCc1nc2ccccc2c(=O)[nH]1
Compound	41	42	43	44	45	46	47	48	49	50	51	52	53
EBV LMP1 NFkB	3	-1	1	/	0	0	-2	-4	5	-15	-6	0	3
LRH-1 inv ag	17	10	-26	6	23	5	15	-12	13	8	25	13	4
ABHD5-PLIN5 inh	4	0	3	3	2	-1	0	5	-3	-6	4	4	-2
NCOA3 inh	15	10	6	1	-7	-6	13	16	6	19	17	0	1
NCOA1 inh	-3	-7	12	-4	-1	11	-13	-18	-1	-24	12	1	2
MC4R antag cAMP	7	-4	2	1	1	-1	7	7	14	5	9	-6	-2
NCOA2 inhibitor	15	12	-6	13	9	-19	-10	-9	3	2	16	-5	4
MC4R ag barr	-0.4	-2.4	0.6	3.0	1.7	3.9	-2.3	1.7	1.2	-2.2	3.1	-0.5	0.5
TLR9-MyD88 inh	-9	2	3	/	-7	9	4	8	-6	-16	2	7	2
NR2F2 inh	5	6	1	12	-5	12	2	2	-4	-1	11	6	-18
NOD2-RIPK2 inh	-5	2	-16	-2	0	-10	0	-1	-7	4	2	7	-5
